# Growth percent in the NCI-60 one-dose screen (48 h, 10 µM unless noted): 100 = growth as untreated, 0 = no growth, -100 = all killed.
# COLO 205 = COLO 205 colon cancer. actives 7.3% (n = 79,000)
# HCC-2998 = HCC-2998 colon cancer | actives 4.7% (n = 79,000) | AID 1794799
# HCT-15 = HCT-15 colon cancer; actives 5.2% (n = 82,000); AID 1794746
# HT29 = HT29 colon cancer. AID 1794748. actives 7.4% (n = 81,000)
# SNB-75 = SNB-75 CNS cancer. AID 1794750. actives 5% (n = 79,000)
# SW-620 = SW-620 colon cancer. AID 1794795. actives 5.2% (n = 82,000)
# NCI-H322M = NCI-H322M lung cancer; AID 1794733; actives 2.7% (n = 80,000)
# HCT-116 = HCT-116 colon cancer. actives 7.3% (n = 82,000)
# KM12 = KM12 colon cancer cells; actives 5% (n = 82,000); AID 1794800
# Starred values were filed as active, the others as inactive; . = not tested or not shown; & = joins results of further samples. Rule for the calls: active = growth percent below 10; inactive = the rest.
nr	Compound	COLO 205	HCC-2998	HCT-15	HT29	SNB-75	SW-620	NCI-H322M	HCT-116	KM12
1	O=c1oc2ccccc2cc1-c1csc(N=Nc2c(O)n(Cc3ccccc3)c3ccccc23)n1	143	102	92	119	91	116	97	79	103
2	CC(/C=C/C(=O)c1c(O)c(-c2ccc(O)cc2)c[nH]c1=O)=C\[C@H](C)[C@H](C)O	126	110	99	119	92	125	115	91	94
3	COc1cc2c3c(c(=O)oc2cc1OS(C)(=O)=O)CCCCCC3	84	105	82	65	81	103	88	85	97
4	O=C1C2C3C=CC(O3)C2C(=O)N1/N=C/c1cccc2ccccc12 (configuration not stated)	102	95	111	109	95	106	113	98	98
5	Cc1c[n+]([O-])ccc1Br	98	100	108	108	75	107	86	104	103
6	COc1nc2c(c(=O)n1C)CN(c1ccccc1)C(C)=N2	102	111	112	105	71	103	106	107	109
7	Cc1ccc(C(=O)c2ccc(CC(=O)N=Nc3c(O)[nH]c4ccc(OC(F)(F)F)cc34)n2C)cc1	110	119	93	107	82	96	97	97	94
8	Oc1c2c(n3cccc13)=c1ccc(Cl)cc1=N2	105	102	88	94	84	99	91	91	97
9	CN(CCO)Cc1ccccc1	101	144	103	101	93	99	114	95	106
10	Cc1cccc(/C=C/c2nn3c(-c4ccco4)nnc3s2)c1	107	95	88	104	100	101	94	106	105
11	CCN1CCN(c2nc(-c3ccc(Nc4ncnc5cc(Cl)ccc45)cc3)cc(-c3ccc(OC)c(OC)c3)n2)CC1	63	96	71	70	131	63	106	63	84
12	CN1C(C(=O)Nc2ccc(Cl)cc2Cl)=C(O)c2ccccc2S1(=O)=O	.	99	95	97	98	105	97	96	101
13	Cc1ccc2c(c1S(=O)(=O)Cl)C(=O)c1ccccc1C2=O	102	110	104	112	88	100	101	91	105
14	COc1cc(-c2ccc(NC(=O)NC3CC3)c(OC)c2)ccc1NC(=O)NC1CC1	103	68	31	49	89	67	110	37	72
15	OCCCN1CNC(=S)NC1	115	104	104	98	104	111	107	97	108
16	CCCCCCCCCCCCCCCCCC(=O)OCC1CCCO1 (configuration not stated)	105	112	104	111	99	117	96	119	114
17	COc1ccc(/C(=C\c2cc(OC)c(OC)c(OC)c2)C(=O)Nc2nc3ccc(C)cc3s2)cc1	94	110	50	79	88	100	92	64	83
18	C=C(C)[C@@H]1CC=C2c3sc(-c4ccc(F)cc4)nc3C[C@@H](C)[C@]2(C)C1	111	111	105	101	72	96	105	100	103
19	O=C(NCCCNc1nccc(-n2ccc3cccnc32)n1)c1c(F)cccc1F	113	104	100	104	.	107	103	101	106
20	COc1cc(-c2cnc3nonc3n2)cc2c1OCO2	92	98	72	93	72	54	94	46	79
21	CCN(CC)Cc1ccc(NC(C(=O)c2ccccc2)c2ccccc2)cc1 (configuration not stated)	95	102	91	83	75	95	105	91	.
22	C=C1c2c(C)nn(-c3ccc(S(N)(=O)=O)cc3)c2N(C)C23CC1C1(C)c4c(C)nn(-c5ccc(S(N)(=O)=O)cc5)c4N(C)C(C)(CC12)C3 (configuration not stated)	.	47	15	14	76	39	76	14	33
23	N#Cc1sc(=S)n(-c2ccc(S(=O)(=O)Nc3ccc(Cl)nn3)cc2)c1N	.	102	97	107	78	104	99	103	98
24	Nc1ccccc1C(=O)N/N=C/c1cccnc1	108	105	97	99	77	107	112	103	.
25	CC(=O)Cc1nsc(NC(=O)c2cc(-c3ccc(Cl)cc3)oc2C)n1	108	107	101	101	83	109	100	101	105

# Looked up above.
# Value of no. 24 in NCI-H322M: 112
# Value of no. 17 in SNB-75: 88
# Value of no. 8 in HT29: 94

# The listing picks up, repeating the 3 entries before the break.
nr	Compound	COLO 205	HCC-2998	HCT-15	HT29	SNB-75	SW-620	NCI-H322M	HCT-116	KM12
23	N#Cc1sc(=S)n(-c2ccc(S(=O)(=O)Nc3ccc(Cl)nn3)cc2)c1N	.	102	97	107	78	104	99	103	98
24	Nc1ccccc1C(=O)N/N=C/c1cccnc1	108	105	97	99	77	107	112	103	.
25	CC(=O)Cc1nsc(NC(=O)c2cc(-c3ccc(Cl)cc3)oc2C)n1	108	107	101	101	83	109	100	101	105
26	C1=Cc2ccccc2N(c2nnc(-c3ccc4ccccc4c3)o2)c2ccccc21	116	123	43	103	.	105	90	73	103
27	COc1ccccc1C(=O)C(O)c1ccccc1OC (configuration not stated)	105	106	101	96	87	101	104	92	104
28	NC(=O)Nc1ccc(Cl)cc1	107	81	101	106	80	96	113	101	104
29	O=C(Nc1c(Cl)cc(Cl)cc1Cl)ON=C1CCCCC1	126	117	102	104	94	114	106	107	96
30	COc1cccc(CCC2CCCN(c3cc(C)nc(N)n3)C2)c1 (configuration not stated)	.	39	22	4.6*	26	30	40	7.4*	21
31	CCN(CCO)C(=O)c1cc([N+](=O)[O-])cc([N+](=O)[O-])c1	112	98	115	96	102	100	102	100	.
32	O=C(Cc1ccccc1)NNC(=O)N1c2ccccc2C=Cc2ccccc21	113	117	98	107	.	104	99	105	103
33	Cc1cccc(OC(=O)Nc2ccc(C(=O)O)c(O)c2)c1	114	114	98	103	98	108	104	107	104
34	COc1ccc(/C=c2\sc3n(c2=O)C2C(NN=3)N(C)C(=O)N2C)cc1 (configuration not stated)	-8.5*	55	28	8.8*	-21*	23	47	22	23
35	CC1(C)O[C@@H]2[C@H]3OC(C)(C)O[C@H]3[C@@H](O)[C@H](O)[C@H]2O1	113	110	107	113	105	101	102	107	107
36	O=C(C[n+]1cccc2ccccc21)c1ccccc1	98	99	104	96	88	96	98	99	94
37	C/C=C/CCC(=O)c1cc(C(=O)OC)c(OC)cc1O	108	97	105	80	87	102	108	94	97
38	COc1cc(C2SCC(=O)N2n2cnnc2)cc(OC)c1OC (configuration not stated)	117	105	98	103	105	101	100	108	101
39	Cc1ccc(S(=O)(=O)NC(=O)c2ccccc2)cc1	114	108	102	109	108	97	117	103	101
40	CC(=O)OCC1(C)OC(=O)N(Cc2ccccc2F)C1=O (configuration not stated)	117	102	99	103	102	107	99	93	112
41	CCCCC/C(C=C(C#N)C#N)=C/c1ccccc1	87	88	47	37	97	59	102	28	73
42	CCCCCc1ccc(C)cc1OC(=O)CCl	107	109	110	100	90	103	97	109	106
43	CCOC(=O)/C=c1\sc2n(c1=O)NC1C(N=2)N(C)C(=O)N1C (configuration not stated)	109	103	100	111	103	109	101	103	102
44	CCN(CC)c1ccc2cc(C(Nc3ccc(Br)c(C(F)(F)F)c3)c3nnnn3C(C)(C)C)c(=O)oc2c1 (configuration not stated)	101	106	95	86	68	99	100	94	102
45	CCOP(=O)(OCC)/C(=C\n1ccc(=O)[nH]c1=S)C(=O)OC	106	106	109	110	103	105	100	103	100
46	CCCCCCCC(=O)NCc1ccc(OCC(=O)NO)c(OC)c1	98	109	102	105	88	105	106	105	99
47	CC[C@]12C=CCN3CC[C@@]4(c5ccc(OC)cc5N(C)[C@H]4[C@@](O)(C(=O)OC)[C@@H]1OC(=O)CCC(=O)OCc1cn(Cc4ccc(F)cc4)nn1)[C@@H]32	103	106	101	101	67	104	86	88	98
48	COc1ccc(C(=O)C[n+]2cccc3ccccc32)cc1	98&100	101&106	110&92	82&97	89&71	102&95	100&100	87&96	100&99
49	CN1CCCN(C(c2ccccc2)c2ccc(Cl)cc2)CC1 (configuration not stated)	103	99	86	87	59	86	100	97	101
50	N#Cc1cccc(NS(=O)(=O)c2ccc(-c3ccc(Cl)cc3Cl)cc2)c1	119	92	90	105	94	97	102	79	86

# Next part.
nr	Compound	COLO 205	HCC-2998	HCT-15	HT29	SNB-75	SW-620	NCI-H322M	HCT-116	KM12
51	CC(=O)COc1ccc(/C=C2\CCC/C(=C\c3ccc(OCC(C)=O)cc3)C2=O)cc1	116	.	88	96	58	94	95	81	92
52	Cc1ccc(S(=O)(=O)N2CCc3ccc(O)c4c3C2Cc2ccc3c(c2-4)OCO3)cc1 (configuration not stated)	.	-26*	31	52	5.1*	37	53	13	12
53	Cc1nc2ncc(C(=O)N/N=C/c3ccc(O)cc3)c(=O)n2[nH]1	102	106	109	95	87	110	99	93	102
54	CCCCOC(=O)C(C)OC(C)=O (configuration not stated)	106	95	108	101	99	103	111	95	111
55	COC(=O)c1csc(-c2ccc(CO)o2)n1	115	105	108	104	96	104	99	102	127
56	NC(=O)N/N=C/c1ccc(Br)o1	99	96	96	102	105	114	101	105	108
57	CC(O)c1cccc(N)c1 (configuration not stated)	111	98	93	95	70	94	102	100	93
58	CCOC(=O)c1c(C)nc2c(c1N)/C(=C/c1ccccc1[N+](=O)[O-])C(=O)N2Cc1ccc(OC)cc1	93	103	75	79	98	81	97	56	78
59	C=C(C)[C@@H]1CC[C@]2(C(N)=O)CC[C@]3(C)[C@H](CC[C@@H]4[C@@]5(C)CC[C@H](OCCC#N)C(C)(C)[C@@H]5CC[C@]43C)[C@@H]12	86	110	81	85	86	87	73	91	89
60	C=C1CC[C@@H]2[C@](C)(COC(C)=O)[C@H](OC(C)=O)CC[C@@]2(C)[C@@H]1CC(Nc1ccc(S(=O)(=O)Nc2ncccn2)cc1)C1=CCOC1=O (some centres not stated)	-12*	32	-51*	-49*	26	-70*	51	-55*	-13*
61	COc1cccc(-c2nc3sccn3c2-c2ccccc2)c1	117	99	87	95	96	102	.	99	104
62	Nc1c(C(=O)Nc2ccc(Cl)c(Cl)c2)sc2nc(-c3cccs3)ccc12	115	98	92	87	86	105	95	75	100
63	C=C(C)CC(C)(O)c1cccc2ccccc12 (configuration not stated)	109	105	101	98	87	101	94	101	109
64	COc1ccc2nc(-c3ccc(OC)c(OC)c3)cc(-c3nnc(SC/C(=N\O)c4ccccc4)n3-c3ccccc3)c2c1	81	89	82	66	88	97	85	.	84
65	O=C1CCCCC1(c1ccccc1)c1ccccc1	109	92	91	.	89	101	111	98	100
66	COCCn1cc(-c2nc(-c3ccsc3)cs2)c2ccccc21	109	82	73	83	102	92	.	77	75
67	Cn1cc(/C=C/C(=O)/C=C(/C=C/c2cn(C)c3ccccc23)OB(F)F)c2ccccc21	114	103	97	99	92	94	100	93	96
68	COc1ccc(-c2nc(N/N=C/c3ccc(F)cc3)nc(N3CCOCC3)c2C#N)cc1	92	90	100	94	71	99	94	84	92
69	C=C(C)[C@@H]1C[C@@H]2Cc3cc(Cl)cc(Cl)c3N1O2	110	106	93	.	95	107	98	102	105
70	O=C1c2cccc(NCCN=Cc3ccccc3O)c2C(=O)c2c(NCCN=Cc3ccccc3O)cccc21	8.3*	2.6*	39	-4.9*	29	0.7*	-19*	7.9*	6.1*
71	c1ccc2cc(-c3cc(-c4ccc5c(c4)OCCO5)[nH]n3)ccc2c1	109	111	94	108	109	99	96	102	106

# Of the compounds above, these contain a CF3 group.
nr	Compound	COLO 205	HCC-2998	HCT-15	HT29	SNB-75	SW-620	NCI-H322M	HCT-116	KM12
7	Cc1ccc(C(=O)c2ccc(CC(=O)N=Nc3c(O)[nH]c4ccc(OC(F)(F)F)cc34)n2C)cc1	110	119	93	107	82	96	97	97	94
44	CCN(CC)c1ccc2cc(C(Nc3ccc(Br)c(C(F)(F)F)c3)c3nnnn3C(C)(C)C)c(=O)oc2c1 (configuration not stated)	101	106	95	86	68	99	100	94	102

# Part of the list above, screen by screen:
51: CC(=O)COc1ccc(/C=C2\CCC/C(=C\c3ccc(OCC(C)=O)cc3)C2=O)cc1
52: Cc1ccc(S(=O)(=O)N2CCc3ccc(O)c4c3C2Cc2ccc3c(c2-4)OCO3)cc1 (configuration not stated)

compound no.	51	52
COLO 205	116	.
HCC-2998	.	-26*
HCT-15	88	31
HT29	96	52
SNB-75	58	5.1*
SW-620	94	37
NCI-H322M	95	53
HCT-116	81	13
KM12	92	12

# Screening data deposited in PubChem by NCI.
